PKA-R2B act: activators of PKA-R2B holoenzyme, primary screen, biochemical, fluorescence polarization, Cy5-IP20, human; cAMP-dependent protein kinase catalytic subunit beta (Homo sapiens) + cAMP-dependent …; PKA-R2B holoenzyme dissociation; R2B truncated from residue 108, S112A mutant; 0% DMSO only, 100% 113 µM cGMP; activation, % at 11.4 µM; 340,000 tested, 0.079% active;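 active means activation above a cutoff set at the mean over all compounds plus 3 SD, cut at about 18% in these data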;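 further: higher means more holoenzyme dissociation and a rise in polarization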
Target sequence (P31323 whole entry, looked up, other chains not shown, the tested form may be a part): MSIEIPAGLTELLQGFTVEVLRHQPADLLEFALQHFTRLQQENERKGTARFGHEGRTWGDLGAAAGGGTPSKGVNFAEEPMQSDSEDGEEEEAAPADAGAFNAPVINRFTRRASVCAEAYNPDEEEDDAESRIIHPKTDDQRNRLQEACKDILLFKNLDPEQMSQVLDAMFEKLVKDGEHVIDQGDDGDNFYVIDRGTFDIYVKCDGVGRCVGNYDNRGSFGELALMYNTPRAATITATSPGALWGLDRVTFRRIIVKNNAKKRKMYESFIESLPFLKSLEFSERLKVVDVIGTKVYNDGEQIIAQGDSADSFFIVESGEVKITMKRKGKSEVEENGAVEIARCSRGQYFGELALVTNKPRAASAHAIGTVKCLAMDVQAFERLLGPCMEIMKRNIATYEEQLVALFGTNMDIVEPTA
HTR5A inv ag: HTR5A inverse agonists in luminescence cell assay, primary screen, counter-screen for OPRM1-OPRD1 heterodimer inverse agonist project, full-deck HTS. inhibition, % at 9.3 µM. HTR5A cell line, inverse agonism. 340,000 tested, 0.083% active; in the data active means inhibition mostly above about 23%, no sharp cut-off; inactive means mostly below about 18%;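 further: 0% = cells with DMSO and 100% = no-cell wells with DMSO; some compounds called inactive have numbers as strong as hits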
E coli growth: E. coli V3065 growth inhibition, primary screen, counter-screen for AddAB inhibitor project, absorbance, OD600. 18 h. inhibition, % at 11.9 µM. 330,000 tested, 0.27% active. AID 449728, 2010;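 active means inhibition above the campaign's mean inhibition across all tested compounds plus 3 SD, cut at about 9.9% in these data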;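 further: uninfected addAB+ strain grown without phage in ampicillin broth; 0% = DMSO wells and 100% = ciprofloxacin 0.95 µg/ml wells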
HTR5A ag: HTR5A agonists in luminescence cell assay, primary screen, counter-screen for OPRM1-OPRD1 heterodimer agonist project, full-deck HTS; 5-hydroxytryptamine receptor 5A (Homo sapiens), P47898; cell-based; activation, % at 9.3 µM; 340,000 tested, 0.61% active; in the data active means activation mostly above about 9.5%, no sharp cut-off; inactive means mostly below about 7.6%;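 further: 0% = cells with vehicle only and 100% = reference agonist; strong numbers were not always called active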
Mot1-301 SUMO: yeast Mot1-301 growth rescue at high temperature, primary screen, SUMOylation pathway inhibitor project, S. cerevisiae, ATP luminescence, 38.5C | S. cerevisiae Mot1-301 growth rescue; percent above DMSO median, 100 means doubled | growth rescue, % at 18.8 µM | 320,000 tested, 1% active | AID 2716, 2010;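 active means every valid replicate shows activation above 250% relative to neutral control wells; inactive means the rest, any valid replicate at or below 250%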;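 further: OY570 slx delta 5 strain wells were the positive control but not used for scaling; some compounds called inactive have numbers as strong as hits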
phage Ecoli inh: growth loss of phage-infected E. coli, primary screen, RecBCD inhibitor project, absorbance, with phage, HTS; 360,000 tested, 0.26% active; inhibition, % at 11.9 µM; AID 651602, 2012; in the data active means inhibition above about 11%
DAGLB inh: DAGLB lipase inhibitors, primary screen, biochemical, fluorescence, HTS | Diacylglycerol lipase-beta (Homo sapiens), Q8NCG7 | HEK293T DAGLB membrane lysate, EnzChek fluorogenic substrate | inhibition, % at 5.17 µM | 340,000 tested, 0.059% active | AID 504411, 2011; in the data active means inhibition above about 34%;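 further: 0% = enzyme with vehicle and 100% = wells lacking enzyme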
Target sequence (Q8NCG7 whole entry, looked up): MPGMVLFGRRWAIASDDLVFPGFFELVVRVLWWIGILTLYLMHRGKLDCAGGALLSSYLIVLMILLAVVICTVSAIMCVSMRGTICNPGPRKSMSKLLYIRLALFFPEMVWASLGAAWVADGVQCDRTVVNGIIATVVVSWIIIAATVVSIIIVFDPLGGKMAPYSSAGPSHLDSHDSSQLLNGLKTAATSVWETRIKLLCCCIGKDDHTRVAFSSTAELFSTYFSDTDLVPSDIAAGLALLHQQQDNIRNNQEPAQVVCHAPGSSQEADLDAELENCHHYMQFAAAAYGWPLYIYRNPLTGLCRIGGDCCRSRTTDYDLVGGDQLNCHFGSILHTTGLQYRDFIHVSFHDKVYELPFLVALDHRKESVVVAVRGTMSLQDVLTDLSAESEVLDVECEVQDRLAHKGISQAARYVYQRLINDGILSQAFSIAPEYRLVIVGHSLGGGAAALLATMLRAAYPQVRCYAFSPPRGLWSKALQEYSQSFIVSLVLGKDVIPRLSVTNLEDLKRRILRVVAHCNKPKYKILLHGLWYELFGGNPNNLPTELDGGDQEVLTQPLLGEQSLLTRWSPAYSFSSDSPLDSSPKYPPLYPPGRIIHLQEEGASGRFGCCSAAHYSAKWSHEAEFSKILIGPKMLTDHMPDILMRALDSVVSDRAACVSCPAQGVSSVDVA
CDK5 p35 inh: inhibitors of human CDK5/p35 kinase, primary screen, biochemical, single concentration; Cyclin-dependent kinase 5 (Homo sapiens) + Cyclin-dependent kinase 5 activator 1 (Homo …; Recombinant CDK5/p35, ADP-Glo luminescence, 60 min; inhibition, % at 10 µM; 330,000 tested, 0.01% active; AID 488839, 2010;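 active means highest replicate inhibition of at least 50% and at least 75% of replicates reaching 50%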;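 further: plate controls were DMSO neutral control for no effect and GW8510 at 10 µM for full effect; many of its hits are not listed in these tables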
AddAB inh: growth inhibition of E. coli expressing H. pylori AddAB, primary screen, AddAB inhibitor project, absorbance | inhibition, % at 11.9 µM | 330,000 tested, 0.29% active | AID 435030, 2010; in the data active means inhibition above about 12%;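 further: 0% = vehicle wells of infected cells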
PKA-R1A act: activators of PKA-R1A holoenzyme, primary screen, biochemical, fluorescence polarization, Cy5-IP20, bovine R1A, mouse PKAc. activation, % at 11.4 µM. AID 504707, 2011. cAMP-dependent protein kinase type I-alpha regulatory subunit (Bos taurus) + …. PKA-R1A dissociation; scaled: DMSO 0%, 113 µM cGMP 100%. 340,000 tested, 0.083% active;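 active means percent activation above the mean of all tested compounds plus 3 SD, cut at about 19% in these data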;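 further: higher means more PKAc released from R1A so a rise in polarization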
Tat transport: E. coli Tat export inhibitors, primary screen, MC4100, TorA-mCherry reporter, fluorescence, single point | inhibition, % at 10 µM | 340,000 tested, 0.036% active;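 active means mean replicate inhibition at least 50% and at least half of replicates individually reaching 50%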;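 further: exported cargo escapes ClpAP degradation while cytoplasmic cargo is degraded and loses fluorescence; 0% = median of neutral control wells and 100% = median of NaSCN control wells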
An asterisk follows results filed as active; . = no result given; & = joins results of further samples.

A first look, two compounds:
SMILES	PKA-R2B act	HTR5A inv ag	E coli growth	HTR5A ag	Mot1-301 SUMO	phage Ecoli inh	DAGLB inh	CDK5 p35 inh	AddAB inh	PKA-R1A act	Tat transport
Cc1ncc(CN2CCCC(C(=O)c3sccc3C)C2)s1 (centres undefined)	5	-19	2.9	2	5	3.9	0	1.3	0.2	-7	-5
Cn1cc(C(=O)OCC(=O)NC2(C#N)CCCCC2)c2ccccc21	11	5	.	-8	.	4.6	3	-1.6	.	3	12

The list itself, previewed entries included:
SMILES	PKA-R2B act	HTR5A inv ag	E coli growth	HTR5A ag	Mot1-301 SUMO	phage Ecoli inh	DAGLB inh	CDK5 p35 inh	AddAB inh	PKA-R1A act	Tat transport
Cc1ncc(CN2CCCC(C(=O)c3sccc3C)C2)s1 (centres undefined)	5	-19	2.9	2	5	3.9	0	1.3	0.2	-7	-5
Cn1cc(C(=O)OCC(=O)NC2(C#N)CCCCC2)c2ccccc21	11	5	.	-8	.	4.6	3	-1.6	.	3	12
Cc1oc(-c2cccs2)nc1CSCC(=O)N1CCC2(CC1)OCCO2	2	8	1.8	1	-11	1.8	0	-0.5	-0.9	-4	4
O=C(Nc1cccc(Cl)c1)N1C[C@H]2C[C@@H](C1)c1cccc(=O)n1C2	-4	-2	0.0	9	52	5.1	-2	-0.4	1.5	0	-5
CCC(C)(C)c1ccc(O)cc1	-8	-15	-0.5	4	217	3.4	1	-3.0	2.4	-10	17
CN1C(=O)NC(=O)C(N=Nc2ccc(Cl)cc2)C1=O (centres undefined)	4	0	.	0	.	2.4	-3	1.1	.	-3	2
CCOC(=O)C1CCN(/C=C2/C(=O)NC(=O)N(c3ccc(OCC)cc3)C2=O)CC1	-3	7	-1.1	-3	-1	5.2	-1	-2.5	0.8	0	13
COc1cc(CNCCc2c[nH]c3ccccc23)cc(OC)c1	4	-57	-2.3	15*	0	3.0	0	1.2	1.6	-5	0
O=C(CN1CC=C(c2ccccc2)CC1)NC(=O)NCc1ccccc1	1	4	2.3	-2	-9	-0.2	-1	0.1	1.7	2	-1
CC(=O)OCC(=O)[C@H]1CC[C@H]2[C@@H]3CC[C@H]4C[C@H](O)CC[C@]4(C)[C@H]3C(=O)C[C@]12C	-2	12	0.0	-1	-6	4.1	2	-0.9	-1.8	-1	7
CC(=NCc1ccc2c(c1)OCO2)c1c(O)n(-c2ccccc2)c(=O)[nH]c1=O	0	15	-0.8	-6	3	3.7	-1	-1.4	0.7	-3	-4
C/C(=N\NC(=O)c1ccccc1O)c1c(O)n(C2CCCCC2)c(=O)[nH]c1=O	-6	-10	-1.4	-1	-19	2.2	15	0.9	2.4	-5	-2
Cc1ccc(/C=C2/C(=O)NC(=O)N(C)C2=O)cc1	7	-19	0.4	-2	151	3.4	2	-0.5	3.5	-6	-1
COc1cccc2c1cc([N+](=O)[O-])c1c(C(=O)O)cc3c(c12)OCO3	-1	24	.	4	.	1.6	1	0.0	.	-6	7
Cc1ccc(CN2CCCC(C(=O)c3sccc3C)C2)o1 (centres undefined)	-3	-1	-1.4	0	-2	1.4	0	0.4	-2.6	4	-3
COCCO[C@H]1CCC2C3CC=C4C[C@@H](O)CC[C@]4(C)C3CC[C@@]21C (some centres undefined)	-6	-7	-0.3	2	3	1.5	-17	1.3	-0.9	-4	12
CN1CCN(c2ccc3nccnc3c2)CC1	0	-1	0.1	1	43	3.1	2	0.4	1.7	-4	1
Cc1ccc2cccc(OC(=O)N(C)c3ccccc3)c2n1	-1	-5	2.0	2	1	1.0	-3	-0.7	3.4	-3	4
CCOc1ccc(C(C)=O)cc1Cc1c(O)[nH]c(=S)[nH]c1=O	-5	15	.	-3	225	0.0	0	-1.7	.	-3	-3
Nc1ccc(N2CCN(Cc3ccccc3Cl)CC2)c(Cl)c1	-13	-26	0.2	0	310	3.6	-1	-1.7	2.2	-3	-4
O=C1NC(=O)C(=Cc2ccccc2Oc2ccc(F)cc2)C(=O)N1	-3	-12	.	5	.	0.2	-2	-1.7	.	-5	13
N#CC1c2ccccc2-n2nncc2CN1S(=O)(=O)c1ccc(Cl)cc1 (centres undefined)	-6	10	.	-3	.	0.1	-3	-0.3	.	-10	6
CNC(=O)Oc1cc2c(cc1C(C)(C)C)CCC2	3	-3	.	1	.	2.9	-4	1.3	.	-18	14
CCn1c(O)c(N=Nc2cccc(S(=O)(=O)N3CCOCC3)c2)c(=O)n(CC)c1=S	9	-13	-1.4	4	-3	-0.4	-2	-0.5	2.2	1	-6
CN(C)CCc1nn[nH]n1	1	-12	1.6	4	-17	3.6	-3	-1.3	3.6	-1	4
Cc1ccc(S(=O)(=O)N[C@@H](CCCCN)C(=O)CCl)cc1	8	-1	-0.3	5	1	1.8	2	0.0	1.1	10	-3
COc1ccc(C2SCC(=O)Nc3c2c(=O)[nH]n3C2CCCCC2)cc1 (centres undefined)	2	6	-1.1	-3	824*	2.1	1	-0.2	-1.1	-7	-2
O=C(c1cccn2c(=O)c3ccc(Cl)cc3nc12)N1CCC2(CC1)OCCO2	-3	13	2.2	-2	-2	4.9	0	-0.2	1.6	-1	4
CC(=O)Nc1ccc(C=C2C(=O)NC(=O)NC2=O)cc1	-9	-6	.	2	.	0.8	-2	2.1	.	0	1
CCC1(CC)C(=O)NC(=Nc2cccc(C(F)(F)F)c2)NC1=O	0	-30	0.2	11	278	4.3	-2	-0.9	0.3	11	-2
CCOP(=O)(OCC)C(NC(=O)c1cccc(C)c1)C(Cl)(Cl)Cl (centres undefined)	0	-18	2.9	-3	971*	1.9	-3	-0.1	4.5	11	2
C=CCN1C(=O)NC(=O)/C(=C/c2ccc(OC)c(CSc3ccccn3)c2)C1=O	-18	16	0.1	-3	3	0.7	-1	-1.0	2.0	-10	-2
COc1cc(CN2CC3CC(C2)c2cccc(=O)n2C3)cc(OC)c1OC (centres undefined)	1	12	-2.1	5	-23	3.3	-1	2.9	-1.8	5	4
COP(=O)(Cc1ccc(C#N)o1)OC	-5	-11	2.0	15*	1	1.8	0	1.1	1.6	-22	24
CCCOC(=O)c1c(N)n(Cc2cccs2)c2nc3ccccc3nc12	1	7	-0.5	-3	8	-1.6	-3	-0.1	0.0	-16	7
Cc1ccccc1C(=O)N1CC1C (centres undefined)	-2	1	.	0	.	0.5	-4	0.5	.	0	-3
COc1ccccc1CN1CCCC(C(=O)c2ccccc2SC)C1 (centres undefined)	3	9	-1.8	-3	-16	-2.1	0	-0.1	-1.1	-5	-2
Cc1ccc(C2NC(=S)NC(c3ccc(C)cc3)C23C(=O)NC(=O)NC3=O)cc1 (centres undefined)	-3	-22	-2.4	2	-5	0.9	4	-0.6	2.1	-6	-2
COc1cccc(-c2nc3ccc(N4CCN(C)CC4)cc3[nH]2)c1	1	-9	-0.2	3	11	0.9	3	0.8	0.5	-4	-3
Cc1cc(OCC(=O)N[C@H](C(=O)O)c2ccccc2)c2c3c(c(=O)oc2c1)CCC3	1	-12	-1.7	1	-15	2.3	4	0.9	1.0	-3	4
C#CCNc1ccncc1S(=O)(=O)NC(=O)NC(C)C	20*	-10	1.8	3	-28	2.6	2	0.5	2.4	10	7
COC(=O)C1=C(c2ccc(-c3ccccc3)c(F)c2)C[C@@H]2CC[C@H]1N2C(=O)N1CCC(C)CC1	2	-19	-0.3	1	-21	-0.5	-19	-0.2	2.9	6	3
O=C1CN=C(c2ccc(Br)cc2)c2c(sc3c2CCCC3)N1CCN1CCCCC1	-11	5	0.4	-2	-16	2.5	-1	-2.4	-0.1	1	4
CC1CNCCN1c1ccc(Cl)cc1 (centres undefined)	-5	-12	.	3	.	4.0	-1	-1.4	.	-1	-5
CN1C2CCC1C(COC(=O)c1ccccc1)C(O)C2 (centres undefined)	-1	1	-0.3	0	-6	0.2	-5	2.3	0.0	10	-8
CSc1nc2ccc(C)cc2c(=O)n1-c1cccnc1	-3	-26	0.7	2	-1	4.5	-2	0.3	4.3	-6	-2
COC(=O)C1=C(c2ccc(F)cc2OCc2ccccc2)C[C@@H]2CC[C@H]1N2C(=O)NCc1ccc(OC)c(OC)c1	0	16	-2.9	1	-14	2.6	-4	1.2	-1.5	6	7
Cc1ccc(CNCCc2ccccc2F)cc1	-8	4	2.4	-4	-7	2.1	-1	0.8	4.0	0	-2
Cc1ccsc1C(=O)C1CCCN(Cc2cc(C(C)C)n[nH]2)C1 (centres undefined)	-11	-4	0.7	0	21	2.7	-3	-0.3	1.5	-2	-4
COc1ccc(CNC(=O)CCC(=O)N2C[C@H]3C[C@H](C2)c2cccc(=O)n2C3)cc1	-5	5	-2.7	-4	4	2.9	-1	2.6	1.7	-10	-9
CN1CCN(c2ccc([N+](=O)[O-])c(N/N=C3\CN4CCC3CC4)c2)CC1	4	-2	1.6	1	-1	-0.5	-1	0.7	1.2	5	-5
c1cnc(N2CCNCC2)nc1	-12	-39	-0.7	11	8	3.8	1	0.8	-0.6	-14	-119
Cc1ccc2c(c1)=NC(=O)/C(=C/c1c(O)[nH]c(=O)[nH]c1=O)C=2	-1	-7	-0.3	4	5	0.0	-1	-0.2	-2.6	-2	-3
Cc1ccsc1C(=O)C1CCCN(Cc2ccc(O)cc2)C1 (centres undefined)	-3	8	0.9	4	.	2.6	1	-0.4	0.3	-1	-6
FC(F)(F)c1cccc(NC2=NCCCS2)c1	-2	6	0.2	4	-1	2.4	1	0.6	2.3	0	-17
COc1ccc2ccccc2c1CNCCc1ccccc1	-2	-17	1.2	-3	177	2.5	-3	1.3	5.8	8	2
COc1cccc(N2C(=O)/C(=C/c3ccc(C)o3)C(=O)NC2=S)c1	0	1	-1.9	0	1	2.6	6	-7.9	-1.5	5	-18
C[C@@]12N[C@@H](Cc3ccccc31)c1ccccc12	-6&6	-9&9	2.8	3&7	-6	4.4&2.5	3&1	-0.2&-0.8	-0.2	-7&-5	-5&6
O=C1CN=C(c2ccccc2)c2cc(Br)ccc2N1Cc1cc(=O)n2ccccc2n1	-5	-12	-1.3	2	-10	5.9	2	-4.0	1.2	12	7
Cc1c(N=Cc2c(O)n(Cc3ccc(F)cc3)c(=O)[nH]c2=O)c(=O)n(-c2ccccc2)n1C	-2	-7	-0.2	3	11	1.9	2	1.4	3.0	-2	0
COC(=O)C1=C(c2cccc(OC)c2OC)C[C@@H]2CC[C@H]1N2C(=O)NCc1ccc(C(F)(F)F)cc1	2	-16	-0.5	6	-11	0.9	-2	0.2	-1.1	-3	3

Screens from PubChem.

Not all compounds are listed; rates above refer to the full screens.
